MazEF act – activators of E. coli MazEF toxin-antitoxin RNase, primary screen, biochemical, fluorescence, uHTS. 350,000 compounds, 0.32% hits. FAM/BHQ RNA-DNA oligo cleavage fluorescence, 5 h. activation, % at 20 µM; in the data active = activation above about 50%
Target sequence (P0AE70 whole entry, looked up): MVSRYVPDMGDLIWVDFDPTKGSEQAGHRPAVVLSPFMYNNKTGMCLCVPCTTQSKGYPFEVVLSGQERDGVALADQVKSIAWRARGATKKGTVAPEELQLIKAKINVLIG
Mtb UGM inh – M. tuberculosis UGM enzyme inhibitors, primary screen, biochemical, fluorescence polarization, single point; inhibition, % at 10 µM; AID 504406, 2011; 320,000 compounds, 0.06% hits; purified UGM, fluorescence polarization probe displacement; UDP-galactopyranose mutase (Mycobacterium tuberculosis (strain ATCC 25618 / H37Rv)), …; in the data active = inhibition above about 10%, passing the limit was not always enough
Target sequence (P9WIQ1 whole entry, looked up): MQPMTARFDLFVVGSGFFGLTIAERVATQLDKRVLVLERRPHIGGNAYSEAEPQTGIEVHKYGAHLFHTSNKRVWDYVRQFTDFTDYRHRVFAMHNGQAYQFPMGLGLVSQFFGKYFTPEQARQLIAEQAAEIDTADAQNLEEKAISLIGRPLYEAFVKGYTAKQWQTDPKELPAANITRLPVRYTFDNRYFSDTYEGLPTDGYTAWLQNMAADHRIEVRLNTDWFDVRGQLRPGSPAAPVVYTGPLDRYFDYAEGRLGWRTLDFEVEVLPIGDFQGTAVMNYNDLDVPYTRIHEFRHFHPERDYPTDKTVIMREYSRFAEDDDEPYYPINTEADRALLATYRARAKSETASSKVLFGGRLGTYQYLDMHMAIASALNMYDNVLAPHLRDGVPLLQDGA
Rv3671c inh – Rv3671c serine protease inhibitors, primary screen, biochemical, fluorescence polarization, M. tuberculosis H37Rv; P9WHR9; inhibition, % at 5.96 µM; AID 2606, 2010; 320,000 compounds, 0.048% hits; in the data active = inhibition above about 38%;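 note: extracellular domain of Rv3671c used as enzyme; 0% = enzyme with DMSO and 100% = no enzyme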
BH1578 lux ind – inducers of Vibrio cholerae quorum light production without autoinducers, primary screen, BH1578 luxS cqsA deficient, single point. V. cholerae BH1578 lux reporter, luminescence, 6 h. 350,000 compounds, 0.16% hits. activation, % at 18.7 µM. AID 588436, 2011; in the data active = activation mostly above about 9.7%, no sharp cut-off; note: not every result past the cut was called active; inactives centre near 0; reference of the scale not given here
FBA Mtb inh – Mtb FBA enzyme inhibitors, primary screen, biochemical, fluorescence, strain H37Rv; Fructose-bisphosphate aldolase (Mycobacterium tuberculosis (strain ATCC 25618 / H37Rv)), …; purified M. tuberculosis FBA, fluorescence read-out; inhibition, % at 1 µM; 360,000 compounds, 2.3% hits; in the data active = inhibition above about 27%;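 note: 0% = vehicle and 100% = reference inhibitor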
Target sequence (P9WQA3 whole entry, looked up): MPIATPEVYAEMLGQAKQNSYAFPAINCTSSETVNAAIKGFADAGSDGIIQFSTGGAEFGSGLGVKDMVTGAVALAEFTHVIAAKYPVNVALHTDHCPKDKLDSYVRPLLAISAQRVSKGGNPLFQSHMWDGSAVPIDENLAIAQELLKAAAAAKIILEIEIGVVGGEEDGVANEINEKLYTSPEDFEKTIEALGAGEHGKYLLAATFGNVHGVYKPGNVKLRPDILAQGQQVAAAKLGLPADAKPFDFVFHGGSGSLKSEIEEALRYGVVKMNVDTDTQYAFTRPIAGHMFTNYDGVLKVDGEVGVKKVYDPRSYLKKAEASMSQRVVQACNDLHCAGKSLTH
VHR inh abs – VHR1 phosphatase inhibitors, primary screen, biochemical, absorbance, uHTS; Dual specificity protein phosphatase 3 (Homo sapiens), P51452; recombinant VHR phosphatase, pNPP absorbance; inhibition, % at 13.3 µM; 290,000 compounds, 0.52% hits; in the data active = inhibition above about 50%; note: some compounds called inactive have numbers as strong as hits
Target sequence (P51452 whole entry, looked up): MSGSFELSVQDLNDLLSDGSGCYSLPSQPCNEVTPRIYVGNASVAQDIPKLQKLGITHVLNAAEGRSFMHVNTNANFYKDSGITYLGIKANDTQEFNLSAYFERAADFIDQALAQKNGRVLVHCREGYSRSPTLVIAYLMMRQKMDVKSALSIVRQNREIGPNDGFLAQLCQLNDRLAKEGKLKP
PriA SSB inh – inhibitors of Klebsiella pneumoniae PriA binding to SSB C-terminal tail, primary screen, biochemical, AlphaScreen; PriA–SSB C-terminal tail interaction (Klebsiella pneumoniae); 430,000 compounds, 0.6% hits; inhibition, % at 33 µM; AID 1272365, 2023; AlphaScreen SSBct-PriA binding, biotinylated peptide; in the data active = inhibition mostly above about 37%, no sharp cut-off; inactive = mostly below about 20%;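 note: plate controls were negative control peptide for no effect and reference peptide for full effect; strong numbers were not always called active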
3CLpro inhibitor – SARS-CoV 3CLpro protease inhibitors, primary screen, biochemical, quenched FRET; Replicase polyprotein 1ab (Severe acute respiratory syndrome coronavirus), P0C6X7; recombinant SARS-CoV 3CLpro, quenched FRET peptide cleavage; inhibition, % at 6 µM; 290,000 compounds, 0.14% hits; in the data active = inhibition above about 12%
GDH-TPI inh – GDH-TPI coupling enzyme inhibitors, primary screen, artefact control for M. tuberculosis FBA inhibitor project, biochemical, absorbance, full deck; AID 588335, 2011; GDH-TPI coupled enzyme counterscreen, NADH absorbance; inhibition, % at 4.8 µM; 360,000 compounds, 1.2% hits; in the data active = inhibition above about 30%;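 note: 0% = DMSO wells and 100% = wells lacking the enzyme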
BioA inh – M. tuberculosis BioA enzyme inhibitors, primary screen, biochemical, plate reader, single point, HTS; 360,000 compounds, 0.096% hits; inhibition, % at 9.99 µM; 7,8-diaminopelargonic acid synthase BioA (Mycobacterium tuberculosis); purified M. tuberculosis BioA enzyme; in the data active = inhibition above about 40%
Starred values were filed as active, the others as inactive; i = inactive; . = not tested or not shown. Not all compounds are listed (hit frequency here may not be typical).

SMILES	MazEF act	Mtb UGM inh	Rv3671c inh	BH1578 lux ind	FBA Mtb inh	VHR inh abs	PriA SSB inh	3CLpro inhibitor	GDH-TPI inh	BioA inh
CCN(C(=O)Cn1c(=O)n(Cc2ccccc2)c(=O)c2ccccc21)c1cccc(C)c1	7	-1.7	-1	i	0	2	9	0	12	.
N#C/C(=N\Nc1ccccc1)C(=N)N1CCCCC1	-3	-0.5	-3	-1.4	-5	28	.	-1	10	.
O=C(NC1CCCCC1)C(c1ccc(F)cc1)N(CCN1CCOCC1)C(=O)c1ccc(-c2ccccc2)[nH]1 (configuration not stated)	7	3.3	-1	-0.4	-6	26	-8	-1	1	.
COc1ccc(-c2noc(C3CCCN(S(=O)(=O)c4cccc(Cl)c4C)C3)n2)cc1OC (configuration not stated)	-4	4.1	-13	0.1	2	7	-13	-5	7	0.3
Cc1cc(=O)[nH]c(SCC(=O)Nc2ccc(N3CCCCC3)cc2)n1	2	2.2	13	i	1	.	-12	.	2	-2.4
CCCCC(=O)NC(=S)Nc1cc(C(=O)O)ccc1Cl	-4	-0.7	-7	-0.2	-1	0	-7	3	10	.
CCOC(=O)c1ccc(NC(=O)c2cc3ccccc3o2)cc1	0	-6.2	-17	0.6	0	-3	-1	0	4	2.0
CCN1CCN(CCCNC(=O)c2ccc(/C=C3/Sc4ccccc4N(Cc4ccccc4F)C3=O)cc2)CC1	-26	-0.9	-40	i	8	11	18	2	2	-1.4
Cc1ccc2c(c1)c(=O)c1c3n2CCN(C(=O)CCl)C3CC1 (configuration not stated)	11	-0.2	-40	8.5	8	12	0	-1	1	-0.4
Cc1ccc(CC(=O)N(Cc2ccccc2)c2ccccn2)cc1	1	0.9	0	i	4	30	-11	0	-8	.
CCOC(=O)C1=C(C)N(CCCC(=O)O)C(=O)NC1C(CC)CC (configuration not stated)	5	-0.4	0	-0.4	-2	.	-14	.	0	-1.0
Cc1ccc(NC(=O)Cn2c(=O)oc3ccccc32)cc1C	6	-2.1	2	i	-1	2	-9	3	-10	-0.8
OC[C@@H]1CN(Cc2ccc3c(c2)OCO3)C[C@H](n2cnc3c(N4CCN(c5ccccc5)CC4)ncnc32)O1	.	.	.	-0.2	1	.	.	.	8	-1.8
Cc1cc(C)nc(SCc2nnc(SCC(=O)Nc3nc(-c4ccccc4)cs3)n2C)n1	6	-2.0	-2	-10	1	22	-20	-2	2	-0.1
O=C(CN1N=C(c2ccccc2)CCC1=O)NCc1cccs1	1	0.7	-8	i	-1	2	0	8	-4	.
CCCCCCCC(=O)NNC(=O)c1ccc(F)cc1	2	-2.6	1	-0.4	1	30	6	-2	8	.
CC(C)(C)OC(=O)C[C@@H]1C/C=C\C[C@@H](CC(=O)N(CCO)Cc2ccccc2)C(=O)N[C@H](C(C)(C)C)COC1=O	-2	1.3	7	i	0	.	-1	.	-6	5.9
CC1(C)Cc2c(sc3nc(=S)[nH]c(N)c23)CO1	.	0.2	-3	.	.	12	.	3	.	.
COc1ccc(CN2C(=O)C(C)Nc3ncnc(N4CCN(c5ccccn5)CC4)c32)cc1 (configuration not stated)	-1	1.1	-7	i	0	.	13	.	-2	1.0
CC12CCC(C(=O)NCc3ccc(F)cc3)(OC1=O)C2(C)C (configuration not stated)	10	.	7	-0.4	4	7	28	2	2	.
N#CCc1ccccc1C(=O)OCC(=O)N(Cc1ccccc1)Cc1ccccc1	-2	-0.7	4	0.5	4	.	-28	.	-3	0.2
CN1CCN(C(=O)c2ccccc2NS(=O)(=O)c2ccc(F)cc2)CC1	3	-3.1	2	i	5	.	-3	.	7	3.8
Cn1cc(S(=O)(=O)c2ccccc2)n(C)c1=O	10	-3.9	1	-0.9	-1	26	-6	11	-4	-3.0
COc1ccc(-c2nnc(SCC(=O)Nc3ccccc3OC)o2)cc1	-17	3.6	-3	-2.4	2	5	-12	-1	3	0.8
CC1(C)CCCN(C(=O)N2c3ccccc3Sc3ccccc32)C1	4	-5.1	10	i	0	27	-18	0	7	-0.9
CCN(CC)c1ccc(/C=N\N2CCN(Cc3ccc(C)cc3)CC2)cc1	4	2.9	8	i	-3	-1	.	6	12	.
CC1=C(C(N)=O)C(c2sccc2C)n2nnnc2N1 (configuration not stated)	0	-0.8	0	i	3	8	-1	6	6	-0.2
CC(C)CNC(=O)C1CCN(c2ccc(S(=O)(=O)N3CCOCC3)cc2)CC1	4	-1.0	7	-0.3	-1	6	4	-5	-6	.
COc1cc2c(cc1OC)C(COc1ccccc1OC)N(C(=O)C(C)C)CC2 (configuration not stated)	-7	.	-4	-0.5	-2	36	11	-1	4	.
COc1ccc([N+](=O)[O-])cc1NCc1cccnc1	0	1.7	-5	i	0	-8	-12	3	-3	.
COc1ccccc1/C=C/C(=O)NC(=S)NC(C)C	6	-0.7	-21	-0.4	3	4	2	-1	9	.
CC(C)[C@H](NS(=O)(=O)c1ccc(Cl)cc1)C(=O)OCC(=O)NCCN1C(=O)CSC1=O	-3	-1.5	-5	0.0	0	2	4	3	1	-1.0
CC(=O)N1CCN(c2ccc(NC(=O)c3ccc4c(c3)OCO4)cc2)CC1	-7	-0.8	-5	i	-8	22	-6	-8	10	0.5
COc1cc(C2C(C#N)=C(N)Oc3cc(O)ccc32)cc(OC)c1OC (configuration not stated)	6	2.6	1	-5.9	-3	12	-8	-2	-1	1.0
CCOC(=O)C1=C(C)N(C)C(=O)NC1c1cc2c(cc1Br)OCO2 (configuration not stated)	-1	0.0	3	-1.0	5	26	-13	3	-7	-0.9
COc1cc(NC(=O)N2CCc3nc(NCc4cccc(Oc5ccccc5)c4)ncc3C2)cc(OC)c1OC	.	.	.	i	-3	.	.	.	1	-1.0
Cc1ccccc1CC1(CO)CCCN(Cc2ccn[nH]2)C1 (configuration not stated)	5	-0.7	-11	i	-1	11	7	7	2	-0.4
CC(=O)O[C@H]1C[C@@H]2CC[C@@H]3[C@H](CC[C@@]4(C)[C@H]3C[C@H]([N+]3(C)CCCCC3)[C@@H]4OC(C)=O)[C@@]2(C)C[C@@H]1[N+]1(C)CCCCC1	12	-5.8	7	3.6	5	.	-3	.	5	-1.2
O=C(OC(C(=O)O)C(OC(=O)c1ccccc1)C(=O)NCc1ccccc1)c1ccccc1 (configuration not stated)	-1	-1.7	1	-4.0	3	19	-11	2	3	-1.7
COc1ccc2c(C)c(CC(=O)N3CCN(C(=O)C4COc5ccccc5O4)CC3)c(=O)oc2c1C (configuration not stated)	12	-3.3	-3	-0.5	78*	7	-6	-4	9	0.8
O=c1[nH]cnc2sc3c(c12)CCN(Cc1ccccc1)C3	2	3.1	-12	-0.3	47*	1	11	4	15	.
Cc1cccc(Cc2cnc(N3C(=N)SC(c4ccccc4)C3=O)s2)c1 (configuration not stated)	-1	.	-8	i	7	2	-2	5	5	.
Cc1cc(NC(=O)CSc2nnnn2C)n(-c2ccccc2)n1	2	-0.1	7	0.5	4	31	-12	-4	10	0.6
O=C(OCC(=O)N1CCOCC1)c1ccc(Cl)nc1	3	0.5	-6	-0.2	1	14	-7	0	-1	-0.6
Cc1cc(C)cc(N(CC(=O)NCc2ccc(F)cc2)C(=O)CCC(=O)Nc2ccccn2)c1	-14	-2.1	0	-0.3	1	11	-15	2	-5	-0.6
Cc1ccc2c(COC(=O)c3ccccc3F)cc(=O)oc2c1	-1	-0.5	-6	-0.3	1	16	-6	-3	0	0.1
COc1cc(-c2nnc(SCC(=O)NC3CCS(=O)(=O)C3)o2)cc(OC)c1OC (configuration not stated)	0	-3.1	0	-0.4	1	38	1	0	-1	.
O=Cc1ccccc1OCCOc1ccc([N+](=O)[O-])cc1	2	-2.3	-3	-0.5	-1	14	-15	6	2	.
Cc1nc(C(F)(F)F)ccc1C(=O)Nc1ccccc1F	-5	0.2	5	5.3	5	-7	-9	-4	-2	-1.2
CCc1nnc(NC(=O)CSc2nccn2-c2cccc(C)c2)s1	-15	0.3	-3	0.2	3	8	2	4	17	-0.3
CCCn1c(CCNc2nc(-c3ccc(OC)cc3)cs2)nc2ccccc21	8	-0.3	-8	1.0	-2	-3	0	-1	8	-1.8
CC1=NN(C(N)=S)C(=O)C1N=Nc1c(C)cc(C)cc1C (configuration not stated)	3	1.2	-4	i	-4	8	-12	2	20	0.0
CC1(C)CC(NC(=O)c2ccc(-c3ccc([N+](=O)[O-])cc3)o2)CC(C)(C)N1	12	3.0	3	-0.2	4	14	8	-3	20	2.0
Fc1cc(F)cc(NC(=S)N2CCN(c3ncccn3)CC2)c1	7	2.9	-4	-0.5	-1	12	8	-3	-4	.
CNC(=O)CN(C1CCCCC1)S(=O)(=O)c1ccc(F)cc1	3	-0.3	2	i	-1	24	-4	3	1	-0.6
O=C(NCc1nnnn1-c1ccc(F)c(F)c1)c1ccc2ccccc2c1	1	-0.3	-3	-1.4	0	.	-9	.	14	.
O=C(CCNC(=O)c1ccccc1Cl)Nc1nc2ccccc2s1	3	0.3	-10	-0.3	0	14	-13	-3	-5	.
CCc1c(C)sc(NC(=O)c2ccco2)c1C#N	4	.	.	-4.2	7	25	-11	5	4	-3.0
O=C(NCc1ccccc1Cl)c1ccccc1CCc1ccccc1	-8	0.2	-1	-0.3	0	10	-16	5	2	.
O=C(CSc1n[nH]c(=O)[nH]c1=O)Nc1ccc(SC(F)F)cc1	7	2.2	-16	i	-3	.	0	.	1	0.9
Remaining list, next part.
SMILES	MazEF act	Mtb UGM inh	Rv3671c inh	BH1578 lux ind	FBA Mtb inh	VHR inh abs	PriA SSB inh	3CLpro inhibitor	GDH-TPI inh	BioA inh
CCOc1cc(CNn2nnnc2N)ccc1OCC(=O)NC(C)(C)C	2	0.3	4	-1.2	-1	-5	-5	-2	3	-2.7
Cc1ccc(SCC(=O)NNC(=O)c2ccccc2)c(C)c1	12	1.8	-15	-0.4	0	1	-2	-4	-11	.
COc1c(Cl)cc(Cl)cc1C(=O)n1nc(C)cc1C	5	2.9	-4	i	-2	-9	-59	0	-1	-16
Cc1cc(C)nc(SCc2nnc(SCc3ccccc3Cl)o2)n1	0	0.0	-1	-0.2	3	7	-6	-5	-1	0.8
O=C(CSc1nc2ccccc2[nH]1)Nc1cc(C(F)(F)F)ccc1N1CCOCC1	3	3.8	-12	-0.3	-1	-8	-3	1	5	.
O=C(c1cnn(C(=O)c2ccco2)c1)c1cc(Cl)cc(Cl)c1O	-14	7.2	-7	-2.9	1	.	-26	.	5	-2.6

Single records, from the list above. Screens in order: MazEF act | Mtb UGM inh | Rv3671c inh | BH1578 lux ind | FBA Mtb inh | VHR inh abs | PriA SSB inh | 3CLpro inhibitor | GDH-TPI inh | BioA inh
Cc1cc(C)nc(SCc2nnc(SCC(=O)Nc3nc(-c4ccccc4)cs3)n2C)n1 is listed with 6 | -2.0 | -2 | -10 | 1 | 22 | -20 | -2 | 2 | -0.1
Cc1nc(C(F)(F)F)ccc1C(=O)Nc1ccccc1F is listed with -5 | 0.2 | 5 | 5.3 | 5 | -7 | -9 | -4 | -2 | -1.2
CCOc1cc(CNn2nnnc2N)ccc1OCC(=O)NC(C)(C)C is listed with 2 | 0.3 | 4 | -1.2 | -1 | -5 | -5 | -2 | 3 | -2.7
CCc1nnc(NC(=O)CSc2nccn2-c2cccc(C)c2)s1 is listed with -15 | 0.3 | -3 | 0.2 | 3 | 8 | 2 | 4 | 17 | -0.3
COc1cc(-c2nnc(SCC(=O)NC3CCS(=O)(=O)C3)o2)cc(OC)c1OC (configuration not stated) is listed with 0 | -3.1 | 0 | -0.4 | 1 | 38 | 1 | 0 | -1 | .

Screening results from PubChem.
